# Bioassay records deposited in PubChem BioAssay by several laboratories.
# NSD2 HMT inh – NSD2 histone methyltransferase inhibitors, primary screen, biochemical, AlphaScreen, single concentration, set 2. AID 743445, 2014. NSD2 peptide methylation, 120 min. inhibition, % at 12.5 µM. 0.54% of 310,000 active; in the data active = inhibition above about 50%
# Target sequence (O96028 whole entry, looked up): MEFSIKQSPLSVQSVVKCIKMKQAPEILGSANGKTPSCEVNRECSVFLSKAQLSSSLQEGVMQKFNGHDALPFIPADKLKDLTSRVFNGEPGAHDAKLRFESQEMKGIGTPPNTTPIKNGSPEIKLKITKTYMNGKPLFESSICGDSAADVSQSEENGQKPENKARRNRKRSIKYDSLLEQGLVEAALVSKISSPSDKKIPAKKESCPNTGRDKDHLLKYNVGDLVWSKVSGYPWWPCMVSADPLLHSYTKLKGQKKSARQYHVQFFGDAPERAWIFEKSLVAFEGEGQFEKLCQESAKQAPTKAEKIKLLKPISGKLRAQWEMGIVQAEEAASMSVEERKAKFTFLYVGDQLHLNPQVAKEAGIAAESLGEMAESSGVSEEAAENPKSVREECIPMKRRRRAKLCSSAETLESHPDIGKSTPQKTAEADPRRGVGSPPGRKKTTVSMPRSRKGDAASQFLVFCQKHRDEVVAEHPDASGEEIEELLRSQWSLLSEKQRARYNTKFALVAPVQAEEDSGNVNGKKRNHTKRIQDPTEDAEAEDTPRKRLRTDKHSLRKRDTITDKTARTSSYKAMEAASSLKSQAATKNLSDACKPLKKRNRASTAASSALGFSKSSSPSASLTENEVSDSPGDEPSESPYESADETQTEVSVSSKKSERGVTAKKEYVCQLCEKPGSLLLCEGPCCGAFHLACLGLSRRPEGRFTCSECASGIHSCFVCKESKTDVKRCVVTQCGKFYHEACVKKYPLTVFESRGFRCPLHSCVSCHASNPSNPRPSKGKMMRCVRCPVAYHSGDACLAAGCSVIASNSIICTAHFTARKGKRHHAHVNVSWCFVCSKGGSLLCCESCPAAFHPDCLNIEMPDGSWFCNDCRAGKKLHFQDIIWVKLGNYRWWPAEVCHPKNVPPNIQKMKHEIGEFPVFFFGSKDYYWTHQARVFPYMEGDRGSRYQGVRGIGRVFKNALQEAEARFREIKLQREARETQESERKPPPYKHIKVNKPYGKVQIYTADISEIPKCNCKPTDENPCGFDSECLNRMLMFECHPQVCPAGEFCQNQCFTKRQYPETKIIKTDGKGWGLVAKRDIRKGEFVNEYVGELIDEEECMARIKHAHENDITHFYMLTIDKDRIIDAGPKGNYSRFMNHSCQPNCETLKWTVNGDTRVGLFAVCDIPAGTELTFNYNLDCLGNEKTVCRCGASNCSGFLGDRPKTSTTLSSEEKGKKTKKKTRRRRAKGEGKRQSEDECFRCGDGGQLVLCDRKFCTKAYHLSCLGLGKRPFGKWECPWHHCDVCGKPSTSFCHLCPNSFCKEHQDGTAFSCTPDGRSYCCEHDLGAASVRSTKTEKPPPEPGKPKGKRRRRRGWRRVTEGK
# SR-BI uptake up – activators of SR-BI mediated DiI-HDL uptake, primary screen, ldlA[mSR-BI] CHO cells, DiI fluorescence; 3 h; 100 = double the neutral-control signal; activation, % at 12.5 µM; 0.096% of 320,000 active;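 active = mean replicate activation of at least 60% and every replicate at or above 60%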;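 note: 0% = median plate neutral-control signal and 100% = twice that signal; values of inactives mirror those of a sister screen read the other way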
#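 Material: SR-BI-overexpressing, LDLR-lacking CHO cells | Dosing: Single compound concentration, delivered by pin transfer | Probe or stimulus: Labelled HDL, 10 µg/mL | Signal: Bottom-read cell fluorescence after medium removal, ex 550/em 595 nm | Schedule: 3 h, 37 °C | Evaluation: HDL uptake via cellular fluorescence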
# DSG3 Ab inh – inhibitors of pemphigus antibody binding to DSG3, primary screen, biochemical, bead-based, flow cytometry, scFv-GFP; Desmoglein-3 (Homo sapiens), P32926; DSG3-coupled beads, scFv-anti-DSG3-GFP binding; stronger effect = lower value; binding (percent of control), % at 10 µM; 0.48% of 310,000 active;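 active = binding more than 3 SD below its plate's average and above zero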;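 note: hits lower antibody fragment binding to DSG3; some compounds called inactive have numbers as strong as hits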
# SR-BI DiI inh – inhibitors of SR-BI mediated HDL lipid uptake, primary screen, ldlA[mSR-BI] cells, fluorescence, single point. Scavenger receptor class B member 1 (Mus musculus), Q61009. ldlA[mSR-BI] CHO cells, DiI-HDL uptake fluorescence, 3 h. inhibition, % at 12.5 µM. 0.96% of 320,000 active. AID 488896, 2010;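 active = mean replicate inhibition of at least 70% and a set share of replicates each scoring 70 or more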;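 note: 0% = median of neutral control wells and 100% = median of positive control wells; values of inactives mirror those of a sister screen read the other way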
# Mot1-301 SUMO – yeast Mot1-301 growth rescue at high temperature, primary screen, SUMOylation pathway inhibitor project, S. cerevisiae, ATP luminescence, 38.5C. S. cerevisiae Mot1-301 growth rescue; percent above DMSO median, 100 means doubled. 1% of 320,000 active. AID 2716, 2010. growth rescue, % at 18.8 µM;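 active = every valid replicate shows activation above 250% relative to neutral control wells; inactive = the rest, any valid replicate at or below 250%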;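 note: OY570 slx delta 5 strain wells were the positive control but not used for scaling; some compounds called inactive have numbers as strong as hits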
# Arr AP2 block – inhibitors of beta-arrestin/AP2 binding, primary screen, biochemical, GPCR trafficking, flow cytometry. beta-arrestin 1 C-terminal peptide binding to AP2 beta2-adaptin appendage (human). FITC-arrestin peptide / GST-AP2 beads; AP2 beta2 appendage carries R879A mutation. inhibition, % at 10 µM. 0.31% of 340,000 active. AID 504490, 2011;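 active = inhibition above a set limit, near 3 SD of compounds lacking own fluorescence, cut at about 54% in these data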;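 note: plate controls were DMSO wells for no effect and 5 µM unlabelled arrestin peptide for full effect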
#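 system = GST-tagged AP2 beta2-adaptin appendage (R879A) on 4 µm glutathione beads | reagent = FITC-labelled arrestin peptide probe, 50 nM final | schedule = compound with beads 12 min RT, then probe 1 h RT | signal = HyperCyt-sampled flow cytometry, FL1 channel, ex 488/em 535 nm | read-out = percent response from loss of bead-bound FITC fluorescence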
# An asterisk follows results filed as active; x = no result given. This is a subset; the hit share may differ from the screen's.
# Fields: SR-BI uptake up	Arr AP2 block	NSD2 HMT inh	DSG3 Ab inh	Mot1-301 SUMO	SR-BI DiI inh
Cc1nc(N[C@@H](Cc2c[nH]c3ccccc23)C(=O)O)c2oc3ccccc3c2n1
  1	x	1	x	75	-1
Cc1onc(-c2c(Cl)cccc2Cl)c1-c1nc2cc(Cl)ccc2c(=O)o1
  x	10	2	97	x	x
COc1ccc2c(=O)c3c(=O)n(Cc4ccccc4)c(C(C)C)nc3oc2c1
  x	20	0	100	x	x
CCc1ccc(OCC(=O)O/N=C(\N)c2ccccn2)cc1
  x	4	20	102	x	x
Cn1c2ccccc2c2nnc(N/N=C/c3ccc(O)cc3)nc21
  x	6	0	105	47	x
N#CC(C#N)=Cc1c[nH]c(=O)c(C#N)c1Nc1ccccc1
  x	34	-2	97	1	x
O=[N+]([O-])c1ccc(-c2cn3ccccc3n2)cc1
  x	-5	1	106	-1	x
NC(N)=N/N=C/c1ccc(Cl)c(Cl)c1
  x	4	2	103	5	x
CCC(C)NC(=O)c1cn(CC)c2cc(N3CCN(C)CC3)c(F)cc2c1=O (centres undefined)
  x	51	13	116	1	x
Cc1c(NC(=O)Nc2cc(F)c(F)cc2Cl)c(=O)n(-c2ccccc2)n1C
  x	-1	-2	101	4	x
COc1nc(-c2cccc([N+](=O)[O-])c2)nc2ccccc12
  x	4	-3	107	2	x
CCOC(=O)c1c(/N=C/C2=C(O)CCCC2=O)sc2c1CCCC2
  x	6	-5	100	16	x
CCOc1ccc(CC(=O)NNC(=S)NC)cc1Br
  x	0	0	113	-15	x
CCCCOc1ccc(-c2c(C#N)c(N)[nH]c(=S)c2C#N)cc1
  x	-3	5	107	-11	x
Cc1nn(-c2ccccc2)c(N)c1N=O
  x	-8	-1	106	-21	x
Cc1cc(Br)cc2c1N(C)C(=O)C2(c1ccc(O)cc1)c1ccc(O)cc1
  x	29	14	103	-1	x
O=S(=O)(NC1CCCCCCC1)c1ccc(F)cc1
  x	41	-1	93	38	x
C/C(=N/NC(=O)c1ccn(C)n1)c1ccncc1
  x	7	-2	105	2	x
COc1ccc(/C=C2\SC(=S)N(CC(=O)N3CCN(C)CC3)C2=O)cc1
  x	8	2	109	-7	x
Cc1ccc(/C=N/n2c(-c3cccc(Cl)c3)n[nH]c2=S)o1
  x	-18	7	109	7	x
Cc1cc(NC(=O)c2ccc(Cl)c([N+](=O)[O-])c2)no1
  x	-17	25	111	19	x
Brc1cnc2nc(SCc3nc4ccccc4[nH]3)[nH]c2c1
  x	-1	17	108	-4	x
C#CC[N+](CC)(CC)CC#Cc1ccccc1
  x	1	-3	111	-14	x
c1ccc(-c2nnc(N3CCN(c4ccccc4)CC3)nc2-c2ccccc2)cc1
  x	-21	1	106	-2	x
Cc1ccc2cccc(OCc3ccccc3)c2n1
  x	14	-3	98	-19	x
COc1ccc(/C=C/C(=O)Nc2nnc(C(C)C)s2)cc1OC
  x	-13	-5	98	-7	x
O=[N+]([O-])c1ccc(-c2cnc[nH]2)cc1
  x	32	-1	107	-15	x
CCn1nc(NC(=O)C2CCCO2)c2cc3cccc(C)c3nc21 (centres undefined)
  x	14	-18	90	48	x
CCNc1nc(NCC)nc(N/N=C/c2ccc(OC)cc2)n1
  x	-7	12	111	-9	x
Clc1nccc(N2CCN(c3ccccc3Cl)CC2)n1
  x	6	-1	106	-3	x
O=C(CCCCCN1C(=O)c2cccc3cccc(c23)C1=O)NCc1ccco1
  x	39	-2	103	-9	x
COCCCNCCC(CCC(C)C)c1ccc2c(c1)OCO2 (centres undefined)
  x	14	23	113	1	x
Cc1ccc(C)c(NC(=S)NC(=O)c2cncc(Br)c2)c1
  x	4	0	103	571*	x
CCOC(=O)C1CCN(S(=O)(=O)c2ccc(-c3ccccn3)s2)CC1
  x	-11	-1	106	-31	x
COc1ccc(-c2ccc(/C=N/NC(=O)Cc3nnc(N)s3)o2)cc1Cl
  x	4	1	116	10	x
CC(=O)Nc1ccc(Nc2nc(-c3c(C)nc4ccccn34)cs2)cc1
  x	4	2	105	-9	x
O=C1Nc2ccccc2N=C(c2ccccc2)c2ccccc21
  x	-7	3	102	-4	x
CC(C)=NN1C(c2nonc2N)=NOC1(C)C
  x	-6	0	106	1	x
CC(=O)/C(=N/Nc1ccccc1[N+](=O)[O-])N1CCCc2ccccc21
  x	7	31	96	-6	x
CC(=O)c1sc2nc(C)c3c(c2c1N)CCCC3
  x	28	-7	100	28	x
C=CCn1c(=S)sc2c(=O)[nH]cnc21
  x	27	-1	104	-10	x
Cc1onc(-c2c(F)cccc2Cl)c1-c1nnc(-c2cccc3ccccc23)o1
  x	3	-1	96	16	x
COc1cccc(OC)c1CN(C)C(=O)c1cnccc1C(F)(F)F
  x	32	-2	105	3	x
O=C(Nc1ccc(F)cc1)Nc1ccc(NC(=O)c2ccccc2O)cc1
  x	-8	-5	106	-9	x
COc1ccccc1NC(=O)Nc1sccc1-c1nc2ccccc2s1
  x	8	0	104	-28	x

# Two of these compounds, reformatted:
CC(=O)/C(=N/Nc1ccccc1[N+](=O)[O-])N1CCCc2ccccc21
- SR-BI uptake up: x
- Arr AP2 block: 7
- NSD2 HMT inh: 31
- DSG3 Ab inh: 96
- Mot1-301 SUMO: -6
- SR-BI DiI inh: x

CC(=O)Nc1ccc(Nc2nc(-c3c(C)nc4ccccn34)cs2)cc1
- SR-BI uptake up: x
- Arr AP2 block: 4
- NSD2 HMT inh: 2
- DSG3 Ab inh: 105
- Mot1-301 SUMO: -9
- SR-BI DiI inh: x

# (continued)
# Fields: SR-BI uptake up	Arr AP2 block	NSD2 HMT inh	DSG3 Ab inh	Mot1-301 SUMO	SR-BI DiI inh
CC(=O)Nc1c(Cl)cnn(-c2ccccc2)c1=O
  x	16	-2	109	10	x
S=c1[nH]nc(-c2cc(-c3ccccc3)n[nH]2)n1/N=C/C(Br)=C/c1ccccc1
  x	10	2	110	539*	x
Cc1c(-c2ccc(/C=N/NC(=O)C(=O)Nc3ccccc3F)o2)cccc1[N+](=O)[O-]
  x	-4	64*	96	-3	x
O=C(Nc1ccc(Cl)cc1)Nc1csc([N+](=O)[O-])c1
  x	12	0	97	1	x
CCC12CN(C(=O)c3ccc([N+](=O)[O-])cc3)CC(CC)(CN(C(=O)c3ccc([N+](=O)[O-])cc3)C1)C2=O
  x	35	3	103	3	x
COc1ccc(OC)c(-c2cc(C(=O)N/N=C/c3ccc(F)cc3)c3ccccc3n2)c1
  x	10	-3	105	-18	x
C=CCNC(=S)N/N=C/c1cn(C)c2ccccc12
  x	2	-1	103	13	x
NC(=O)C1CCN(C(=O)Nc2csc3ccccc23)CC1
  x	8	-3	112	-11	x
O=C(O)/C(=C\c1ccccc1)c1ccc2ccccc2c1
  x	9	35	102	15	x
O=S(=O)(c1cc(Br)c(Cl)s1)N1CCCC1
  x	3	-2	103	12	x
Cn1nccc1NC(=O)CC1(CC(=O)O)CCCCC1
  x	35	-1	112	-2	x
Cc1nc(C)c(/C(O)=C\c2nc3ccc([N+](=O)[O-])cc3oc2=O)o1
  x	9	6	107	-21	x
COc1cc(OC)cc(C(=O)NCCCCNC(=O)c2cc(OC)cc(OC)c2)c1
  x	-22	-1	111	-20	x
O=C(N/N=C/c1ccc(-c2ccc([N+](=O)[O-])cc2)o1)c1cccnc1
  x	12	-2	106	-32	x
Cc1nn2c(N3CCCC3)c3c(nc2c1-c1ccccc1)CCC3
  x	-4	-2	96	13	x
O=C1/C(=C/c2ccccn2)SC(=S)N1Cc1ccccc1
  x	26	-3	106	8	x
CC(=O)Nc1cccc(OCCCNC(=O)c2ccc(C(C)(C)C)cc2)c1
  x	10	0	95	-22	x
COC(=O)c1ccc(COc2ccccc2/C=N/NC(N)=O)o1
  x	37	1	95	122	x
COc1ccc(-c2c(C(F)(F)F)nn(C)c2NC(=O)CSCC(=O)O)cc1
  x	4	-2	99	-6	x
CCOc1cc(C(=O)NCC(C)(C)CNC(=O)c2cc(OCC)c(OCC)c(OCC)c2)cc(OCC)c1OCC
  x	51	-2	99	-3	x
COc1ccc(C(=O)CSc2nnc3n2CCCN3C(=O)Nc2ccccc2)cc1
  x	-9	2	109	219	x
O=[N+]([O-])c1c(NCc2ccco2)ccc2nonc12
  x	13	2	104	10	x
CC(C)(C)N/C=C(\C#N)S(=O)(=O)c1ccc(Br)cc1
  x	4	-17	99	17	x
CCN(CC)C(=S)SCC(=O)Nc1ncc2c(n1)CC(C)(C)CC2=O
  x	4	-2	98	-2	x
Cc1nn(C)cc1/C=N/NC(=O)Cn1cncn1
  x	-8	-1	111	22	x
Cc1cc(C(=O)Nc2ccon2)ccc1[N+](=O)[O-]
  x	7	-2	108	10	x
OCc1cccc[n+]1CCc1ccccc1
  x	9	9	103	513	x
Cc1ccc(-n2cnc3c(sc4nc(N5CCOCC5)c5c(c43)CCCC5)c2=O)cc1
  x	11	-2	91	-11	x
Cn1c(SCc2ccccc2)nc(N)c(N=O)c1=O
  x	3	0	97	25	x
CC(CCc1ccccc1)NC(=O)C1CC1 (centres undefined)
  x	10	-2	105	-9	x
COc1ccc2[nH]c(C(=O)Nc3cccc(C)n3)cc2c1
  x	5	10	105	-11	x
O=C(N/N=C/C(Br)=C\c1ccccc1)c1cccs1
  x	3	-1	91	299*	x
Nc1ccc(N=Nc2ccccc2O)c(N)c1
  x	-7	54*	97	13	x
CC1(C)CC(=O)C=C(NNC(=O)c2cccnc2)C1
  x	17	1	105	1	x
CCN(CC)CCOCCOC(=O)C(CC)(CC)c1ccccc1
  x	-25	-1	110	8	x
Cc1c(C(=O)/C=C/N(C)C)nnn1-c1ccc(F)c(Cl)c1
  x	-2	0	102	108	x
CCOc1ccc(-n2cnc3sc4c(c3c2=O)CCCC4)cc1
  x	-4	58*	104	2	x
CC1(C)C2CCC1(CS(=O)(=O)Nc1cccc(S(N)(=O)=O)c1)C(=O)C2 (centres undefined)
  x	25	0	94	6	x
COc1ccc(-c2csc(NC(=O)c3ccc(C(C)(C)C)cc3)c2C(=O)O)cc1
  x	5	20	107	30	x
O=C(O)c1ccccc1NCc1cccnc1
  x	-5	5	98	1	x
O=C(NC(=S)Nc1ccccc1Cl)c1cnn2c(C(F)(F)F)cc(C(F)(F)F)nc12
  x	3	-3	112	3	x
O=C(Cc1ccccc1)Nc1c(Cl)ccc2nsnc12
  x	1	0	100	-1	x
COc1cccc(N2CN(CCc3ccccc3)CNC2=S)c1
  x	3	3	106	-12	x
O=C(Nc1ncccn1)C12CC3CC(CC(C3)C1)C2
  x	1	1	114	13	x
CC(C)(C)S(=O)(=O)c1ccccc1-c1noc(-c2ccccc2)c1C(N)=O
  x	40	-1	97	8	x
O=C(CN1CCN(C(=O)C2COc3ccccc3O2)CC1)Nc1ccc(F)cc1 (centres undefined)
  x	15	-1	102	5	x
S=C1N[C@H]2CCCC[C@@H]2N1
  x	11	-2	102	-11	x
O=C(O)c1ccc2c(c1)CCCN2
  x	4	-2	112	-7	x
COc1cc(NS(=O)(=O)c2ccc(NC(=S)NC(C)=O)cc2)nc(OC)n1
  x	-9	0	109	7	x
Cc1nc(-c2ccc(S(=O)(=O)N3CCN(CCc4ccccc4)CC3)s2)cs1
  x	3	-7	118	1	x
O=C(Nc1ccccc1)Nc1ccc(O)c2ccccc12
  x	-14	5	103	7	x
COc1ccccc1Nc1nc(NCCC(C)C)nc(N)c1[N+](=O)[O-]
  x	35	-2	94	12	x
